NOD1 inhibition – inhibition of NOD1-driven NF-kB reporter – cell-based, luminescence, uHTS, primary screen (AID 1578) | NOD1-driven NF-kB luciferase reporter cells, luminescence; higher % means a stronger effect | inhibition, % at 4 µM; hits with a dose series show EC50 in µM | hit rate 1% among 290,000; in the data active = inhibition mostly above about 36%, no sharp cut-off; inactive = mostly below about 34%;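 also: HEK-293T reporter cells stimulated with the NOD1 agonist gamma-tri-DAP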
GPR35 antagonists – inhibition of zaprinast-stimulated GPR35 beta-arrestin translocation – imaging, U2OS, beta-arrestin-GFP, zaprinast agonist, primary screen (AID 2058) | U2OS GPR35 beta-arrestin-GFP translocation imaging, zaprinast antagonism; higher % means a stronger effect | inhibition, % at 10 µM; hits with a dose series show IC50 in µM | hit rate 0.052% among 290,000;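 active = inhibition of at least 50% with at least 30 cells and total cytoplasm GFP at most 10,000,000; inconclusive = under 30 cells or total GFP of 10,000,000 plus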
GPR55 antagonists – GPR55 antagonists blocking LPI-driven arrestin recruitment, primary screen, imaging, U2OS, beta-arrestin-GFP, LPI agonist (AID 2013); U2OS GPR55 beta-arrestin-GFP translocation imaging, LPI antagonism; higher % means a stronger effect; hit rate 0.13% among 290,000; inhibition, % at 10 µM; hits with a dose series show IC50 in µM;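 active = spots per cell inhibited over 60%, with over 100 cells counted and total cytoplasm intensity under 500,000; inconclusive = wells with under 100 cells, flagged as likely toxic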;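 also: U2OS cells stably carrying GPR55 and arrestin-GFP stimulated by 5 µM LPI near EC80; imaged beta-arrestin-GFP aggregate spots per cell after agonist stimulation; plate controls were LPI-stimulated DMSO wells for no effect and DMSO wells without LPI for full effect; some results filed as inactive read as strong as hits; confirmed hits need IC50 under 10 µM and bright autofluorescent wells are also inconclusive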
AID2073 – disruptors of CaV2.2 binding to Mint1 – biochemical, HTRF (AID 2073); HTRF protein-protein interaction, Mint1-CaV2.2; higher % means a stronger effect; inhibition, % at 20 µM, or IC50 in µM where a hit was titrated; hit rate 0.19% among 290,000; in the data active = inhibition mostly above about 51%, no sharp cut-off; inconclusive = no clear call, values can overlap the other calls; inactive = mostly below about 53%; also: some results filed as inactive read as strong as hits
SIAH1 antagonists – Siah-1 peptide-binding antagonists, primary screen, biochemical, fluorescence polarization, rhodamine-plectin, uHTS (AID 1817); Siah-1 / rhodamine-plectin peptide fluorescence polarization; higher % means a stronger effect; displacement, % at 20 µM, or IC50 in µM where a hit was titrated; hit rate 0.02% among 290,000;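 active = displacement of at least 50% at 20 µM, with a fluorescence ratio check between 0.3 and a set limit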;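 also: plate controls were Siah plus tracer with DMSO for no effect and tracer alone without Siah for full effect; strong numbers were not always called active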
HIV fusion peptide – cell-free HIV fusion peptide-binding blockers – biochemical, uHTS, fluorescence dequenching, primary screen (AID 1986) | cell-free peptide binding, fluorescence dequenching, 30 min; higher % means a stronger effect | inhibition, % at 20 µM; hits with a dose series show IC50 in µM | hit rate 0.3% among 290,000; in the data active = inhibition mostly above about 52%, no sharp cut-off; inactive = mostly below about 76%; also: some results filed as inactive read as strong as hits
KOR beta-arrestin-1 – kappa opioid receptor blockers – cell-based, luminescence, uHTS (AID 1778). KOR beta-arrestin recruitment, luminescence, antagonist mode; higher % means a stronger effect. inhibition, % at 10 µM; hits with a dose series show IC50 in µM. hit rate 0.091% among 290,000; in the data active = inhibition above about 50%; also: strong numbers were not always called active
KOR beta-arrestin-2 – KOR agonists, beta-arrestin recruitment, primary screen, cell-based, luminescence, uHTS (AID 1777); KOR beta-arrestin recruitment, luminescence; higher % means a stronger effect; hit rate 0.02% among 280,000; one-dose activation, % at 10 µM; EC50 in µM for titrated hits; in the data active = activation above about 50%, passing the limit was not always enough; also: a part of the inactive calls stands beside numbers as strong as those of hits
GPR55 activation – GPR55 agonists via beta-arrestin recruitment, primary screen, imaging, U2OS cells, beta-arrestin-GFP redistribution (AID 1961); U2OS GPR55 beta-arrestin-GFP redistribution imaging; higher % means a stronger effect; activation, % at 10 µM; hits with a dose series show EC50 in µM; hit rate 0.048% among 290,000;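 active = activation above 40% with more than 50 cells counted in the well; inconclusive = wells holding fewer than 50 cells, flagged as toxic or sparse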;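 also: U2OS osteosarcoma cells stably expressing GPR55 and beta-arrestin-GFP; plate controls were DMSO negative control for no effect and LPI positive control for full effect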
* = called active by the depositor; ? = inconclusive; . = no result given; [ ] = dose if it differs, or a comment.

SMILES | NOD1 inhibition | GPR35 antagonists | GPR55 antagonists | AID2073 | SIAH1 antagonists | HIV fusion peptide | KOR beta-arrestin-1 | KOR beta-arrestin-2 | GPR55 activation
Cc1noc(C)c1CSc1nc2ccccc2s1 | . | -10% | -8% | -15% | -3% | 2.3% | 12% | -2.9% | -0.2%
CC(C)(C)n1nnnc1C(c1ccncc1)N1CCN(c2ccc(O)cc2)CC1 (configuration not stated) | 1% | 20% | -4% | -67% | 6% | -3.7% | 8% | -3.0% | -0.2%
Cn1c(C(=O)N2CCN(c3ccccc3)CC2)cc2cc(Cl)ccc21 | 7% | 10% | 3% | -4% | 6% | -0.7% | -15% | 0.9% | 0.6%
O=C(CSc1nccn1Cc1ccccc1)Nc1nccs1 | 2% | 22% | 9% | -4% | -7% | -1.6% | 1% | 8.2% | -0.1%
O=C(COC(=O)CCS(=O)(=O)c1ccc(Cl)cc1)NCCc1ccccc1 | -10% | 5% | 1% | 7% | 2% | -1.1% | -18% | -2.6% | 2.0%
CCN(CC)CCCNC(=O)c1nn(-c2ccc(OC)cc2OC)c(=O)c2ccccc12 | . | -20% | 6% | 11% | -1% | -0.2% | 24% | -2.2% | 0.0%
Cc1cccc(/C=N\NC(=O)c2sccc2-n2cccc2)c1 | -12% | 4% | -5% | -3% | -6% | -1.3% | -8% | -2.2% | 0.0%
Cc1ccnc(SCC(=O)c2ccc(Br)cc2)c1C#N | -25% | 2% | -9% | -16% | 8% | 1.8% | -51% | 1.5% | 0.1%
O=C(Cc1cccs1)N(c1ccc(F)cc1)C1(C(=O)NC2CCCCC2)CCCC1 | -10% | 6% | 4% | 1% | 6% | 3.0% | 2% | 0.3% | -0.2%
Cc1nc2ccccc2c2oc(C(=O)N3CCC(C)CC3)cc12 | -3% | 2% | -4% | -10% | 4% | -2.2% | -24% | -0.5% | 0.3%
N=C1/C(=C/c2cccn2Cc2ccc(F)cc2)C(=O)N=C2SC=CN12 | -31% | -8% | 14% | 22% | 0% | 4.7% | 16% | -1.1% | 0.3%
CCN(CC)C(=S)Nc1ccc2nc3n(c(=O)c2c1)CCCCC3 | -20% | -14% | -1% | -13% | -5% | -1.4% | -6% | -4.2% | -0.1%
Cc1ccc(C(C(=O)NC2CCCC2)N(Cc2ccc(F)cc2)C(=O)c2csnn2)o1 (configuration not stated) | 10% | 14% | 1% | -11% | -1% | -1.6% | 3% | 2.6% | -0.1%
N#C/C(=C/c1ccc(F)cc1)c1nnc(NC(=O)c2ccccc2)s1 | -3% | -3% | -1% | 40% | -4% | 1.2% | 8% | 7.1% | -0.1%
CCn1c(Oc2ccc(F)cc2)nc2c1c(=O)n(C)c(=O)n2C | 49% | 6% | -8% | -8% | 3% | -0.2% | -62%[20 µM] | -2.0% | -0.1%
CCOC(=O)c1sc(NC(=O)c2ccccc2)cc1C | -64% | -1% | -9% | 2% | 0% | 0.7% | 25% | -9.0% | -0.1%
CNC(=S)N1CCC(NC(=O)C23CC4CC(CC(C4)C2)C3)CC1 | -22% | 6% | -6% | -13% | 0% | -1.6% | -8% | -3.4% | 0.3%
Cc1ccccc1-n1c(SCC(=O)c2cc(C)n(C)c2C)nnc1-c1cccnc1 | 7% | -16% | -2% | -4% | -8% | -1.1% | 8% | 0.8% | -0.1%
Cc1cc(C)n2nc(SCC(=O)N3CCc4ccccc43)nc2n1 | 38% | 7% | ? | 2% | -3% | -2.4% | 16% | -1.1% | 0.3%
COc1ccccc1N1CCN(C(=O)CSc2nc(N)cc(=O)[nH]2)CC1 | 1% | 0% | 2% | -5% | -4% | 2.3% | -17% | 1.9% | 0.2%
CC1C(=O)CCCCCCCCCC2C1(N1CCOCC1)CS2(=O)=O (configuration not stated) | -37% | -11% | 5% | 17% | 8% | 2.5% | 28% | -4.8% | 0.1%
COC(=O)c1ccc(Sc2ccc(F)cc2)c(N)c1 | -22% | 22% | 19% | 7% | 6% | 11% | -22% | -3.6% | -0.1%
CC(c1ccccc1)n1c(S(=O)(=O)O)nc2ccccc21 (configuration not stated) | -20% | 1% | -8% | 14% | 3% | 3.0% | -21% | 3.5% | 0.7%
O=C(NC1CCCc2ccccc21)c1cc(Cl)ccn1 (configuration not stated) | -19% | 1% | -1% | -11% | -3% | -0.8% | -17% | 1.7% | 0.2%
O=C(N/N=C/c1ccc2cccnc2c1)c1ccco1 | -10% | -14% | 2% | -5% | 4% | -2.0% | 25% | 0.6% | -0.7%
O=c1c2cc(Br)ccc2[nH]c(=S)n1Cc1cccnc1 | 13% | -11% | 4% | 4% | 2% | 1.6% | 10% | -1.5% | -0.1%
COc1cccc(C(=O)Nc2cc(C(F)(F)F)ccc2Cl)c1 | -3% | 6% | -2% | 1% | 0% | 0.2% | -12% | 14% | -0.1%
COc1ccc(Cc2nc(-c3cccs3)no2)cc1 | -42% | -11% | 8% | -5% | 11% | 2.4% | -18% | -4.7% | 0.1%
O=C(Nc1cccc(-c2cnc3ccccc3n2)c1)c1ccncc1 | 27% | 6% | -10% | -7% | 7% | 2.5% | 3% | -0.5% | -0.1%
CCCOc1ccccc1C(=O)NC(CO)C(=O)O (configuration not stated) | -13% | -10% | 9% | 0% | -2% | -1.0% | -24% | 2.1% | 0.3%
COC(=O)c1ccc(CSc2nnc(C)n2N)o1 | 17% | 12% | 8% | 6% | -6% | -1.3% | 10% | -2.5% | 0.3%
CS(=O)(=O)N1CCN(c2nc(-c3ccccc3)cs2)CC1 | -3% | 4% | 6% | -11% | 3% | -0.1% | 12% | -1.7% | 0.2%
COc1ccccc1OCCSc1nc2ccc([N+](=O)[O-])cc2s1 | -8% | -10% | 1% | -3% | -1% | 8.5% | 5% | 0.5% | 0.5%
O=C(CCc1nnc(Cc2ccc(-c3ccccc3)cc2)o1)NCCc1ccccn1 | -3% | -3% | 4% | 6% | -2% | -2.2% | -11%[20 µM] | . | -0.1%
CCOC(=O)C(C)Oc1ccsc1C(=O)OC (configuration not stated) | 15% | 9% | 10% | 2% | -1% | -2.7% | 10% | 0.0% | -0.1%
CCOc1ccc(NC(=O)CN2C(=O)CSC(C)C2=O)cc1 (configuration not stated) | -2% | 16% | -7% | -5% | -2% | -1.0% | 22% | 0.1% | 0.2%

Three entries already listed, arranged by the number in SIAH1 antagonists, lowest first:
mol | SIAH1 antagonists
CCN(CC)CCCNC(=O)c1nn(-c2ccc(OC)cc2OC)c(=O)c2ccccc12 | -1%
N=C1/C(=C/c2cccn2Cc2ccc(F)cc2)C(=O)N=C2SC=CN12 | 0%
COc1ccc(Cc2nc(-c3cccs3)no2)cc1 | 11%

Next structures follow:
SMILES | NOD1 inhibition | GPR35 antagonists | GPR55 antagonists | AID2073 | SIAH1 antagonists | HIV fusion peptide | KOR beta-arrestin-1 | KOR beta-arrestin-2 | GPR55 activation
O=C(c1ccccc1)c1cn[nH]c1-c1ccccc1O | -28% | 2% | 13% | -8% | 4% | -2.9% | -8% | 4.7% | -0.1%
COc1ccc(/C=C(\C#N)C(=O)N2COCC2(C)C)cc1 | -8% | 2% | 9% | 5% | -3% | 1.7% | -14% | 2.9% | -0.1%
Clc1ccc2c(NCc3ccccc3)ccnc2c1 | 40% | -15% | 18% | 12% | 0% | -1.7% | -6% | 1.3% | 0.2%
O=C(O)CCCn1c(O)c(C=C2N=c3ccccc3=N2)sc1=S | 8% | -2% | 6% | -19% | -3% | 7.8% | -25% | 3.4% | 0.0%
CNC(=O)NC(=O)C(OC(=O)c1cccc(S(=O)(=O)N2CCCCC2)c1)c1ccccc1 (configuration not stated) | -4% | 8% | -8% | -2% | 0% | -1.2% | 9% | 18% | 0.1%
Cc1onc(-c2ccccc2)c1C(=O)N1CCN(C/C=C/c2ccccc2)CC1 | 5% | -14% | -2% | -3% | -1% | -2.3% | -25% | 3.4% | -0.1%
CNC(=O)COC(=O)/C=C/c1cccc(F)c1 | -19% | 3% | 11% | -4% | -2% | -1.2% | -15% | 4.8% | 0.7%
COc1ccc(NC(=O)Cn2cc(C(=O)C3CC3)c3ccccc32)cc1 | -29% | -3% | 11% | 17% | 2% | -1.2% | -14% | -4.2% | -0.2%
C=C(C)CSc1nnc(-c2ccc(OC)c(OC)c2)n1N | -20% | 24% | 6% | 5% | 4% | -0.5% | 7% | 1.9% | 0.0%
[O-]/C(=C(\C(=S)NCCN1CCOCC1)[n+]1ccccc1)c1ccc(Cl)s1 | 4% | 6% | -2% | 9% | -3% | 3.5% | 2% | 0.1% | -0.3%
C/C(=N\NC(=O)c1cccs1)c1ccc2ccccc2c1 | -14% | 9% | -6% | 29% | 10% | 1.5% | -37% | 1.0% | -0.1%
COc1ccc(CCC(=O)N(c2nnc(-c3cccnc3)s2)C(C)C)cc1 | -14% | 4% | 6% | 7% | 3% | -1.0% | 20%[20 µM] | . | -0.1%
COc1ccc(C(=O)CN2C(=O)NC3(CCCCC3)C2=O)cc1OC | -28% | -8% | -5% | -5% | 4% | 0.4% | -4% | -5.5% | -0.2%
CCOC(=O)c1cnc2c(C)c(Cl)ccc2c1N1CCN(CC)CC1 | -8% | 6% | . | -2% | -3% | -1.2% | 12% | -2.3% | 0.0%
CCN1CCN(C(=S)NCCOC)CC1 | -30% | -3% | 6% | -2% | 2% | 1.5% | -39%[20 µM] | . | -0.1%
Cc1nnc(NC(=O)C2CCCO2)s1 (configuration not stated) | -24% | 14% | 10% | -12% | -4% | 0.0% | 12% | -7.4% | -0.1%
COc1ccccc1/C=C1\SC(=S)N(Nc2nc(C)cc(C)n2)C1=O | 13% | 16% | 4% | -31% | 4% | 5.2% | 10% | -2.1% | 0.3%
CC(C)CN(C(=O)COC(=O)C1c2ccccc2Oc2ccccc21)C1CCS(=O)(=O)C1 (configuration not stated) | -14% | 2% | 3% | -5% | 7% | -0.3% | -23% | 3.9% | -0.1%
CCOC(=O)c1cccc(NC(=O)CCOc2ccccc2)c1 | -37% | 15% | -4% | 6% | 1% | 0.3% | -35%[20 µM] | . | -0.1%
CCS(=O)(=O)N1CCCC(C(=O)NCCCOC(C)C)C1 (configuration not stated) | 29% | -8% | 0% | 23% | -2% | -1.8% | -15% | -0.4% | -0.1%
COc1ccc(S(=O)(=O)NCc2cccnc2)cc1C(=O)N1CCCCC1 | -46% | -4% | 15% | -10% | 6% | -1.1% | 2% | -0.2% | 0.2%
CCN(CC)CCCNC(=O)c1nn(-c2ccccc2OC)c(=O)c2ccccc12 | -17% | -1% | 13% | 2% | 4% | -0.8% | -11% | -0.5% | 0.3%
Cc1csc(NC(=O)c2ccc[nH]c2=O)n1 | -64% | -3% | -26% | 4% | -2% | 1.5% | 26%[20 µM] | -2.7% | -0.2%

High-throughput results deposited in PubChem by Sanford-Burnham Center for Chemical Genomics.

Some of the compounds tested; count on the stated rates, not on these rows.
